# Compound activity as filed in PubChem BioAssay.
# PKA-R1A activ: activators of PKA-R1A complex; P00514+P68181; AID 504707; activation, % at 11.4 µM; 340,000 tested, 0.083% active; PKA-R1A dissociation, Cy5-IP20 fluorescence polarization; scaled: DMSO 0%, 113 µM cGMP 100%;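 active = percent activation above the mean of all tested compounds plus 3 SD, cut at about 19% in these data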;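 note: higher means more PKAc released from R1A so a rise in polarization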
# MOR-DOR ag: OPRM1-OPRD1 heterodimerization agonism; P35372+P41143; cells, luminescence; activation, % at 9.3 µM; 340,000 tested, 0.3% active; AID 504326; in the data active = activation above about 18%;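 note: 0% = vehicle-treated cells and 100% = reference agonist; values of inactives mirror those of a sister screen read the other way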
# Target sequence (P35372 whole entry, looked up): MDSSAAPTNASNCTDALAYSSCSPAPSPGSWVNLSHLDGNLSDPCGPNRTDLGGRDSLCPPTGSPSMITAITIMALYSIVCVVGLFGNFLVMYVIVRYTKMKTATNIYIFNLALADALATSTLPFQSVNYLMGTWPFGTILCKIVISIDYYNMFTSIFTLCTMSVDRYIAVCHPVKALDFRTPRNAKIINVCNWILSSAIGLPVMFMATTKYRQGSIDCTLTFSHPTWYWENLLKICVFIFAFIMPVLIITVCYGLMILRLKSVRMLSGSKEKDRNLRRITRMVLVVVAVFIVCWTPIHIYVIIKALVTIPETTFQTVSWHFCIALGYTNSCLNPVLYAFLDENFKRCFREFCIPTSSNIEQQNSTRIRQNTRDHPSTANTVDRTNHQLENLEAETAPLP
# Target sequence (P41143 whole entry, looked up): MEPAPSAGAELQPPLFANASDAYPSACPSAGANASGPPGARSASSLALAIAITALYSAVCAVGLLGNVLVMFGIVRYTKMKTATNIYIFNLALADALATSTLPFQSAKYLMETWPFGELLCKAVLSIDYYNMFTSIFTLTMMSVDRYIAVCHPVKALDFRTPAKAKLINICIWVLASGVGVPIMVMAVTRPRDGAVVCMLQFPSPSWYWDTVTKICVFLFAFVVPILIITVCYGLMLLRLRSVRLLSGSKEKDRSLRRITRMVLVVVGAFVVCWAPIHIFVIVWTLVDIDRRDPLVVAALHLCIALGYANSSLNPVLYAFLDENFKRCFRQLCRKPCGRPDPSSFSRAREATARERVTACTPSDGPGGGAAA
# HTR5A ag ctr: activates human HTR5A in OPRM1-OPRD1 agonist counter-screen; P47898; AID 504692; activation, % at 9.3 µM; 340,000 tested, 0.61% active; HTR5A agonist assay, luminescence, cell-based; in the data active = activation mostly above about 9.5%, no sharp cut-off; inactive = mostly below about 7.6%;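 note: 0% = cells with vehicle only and 100% = reference agonist; strong numbers were not always called active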
# PfHsp90 yeast 2: reduces growth (ATP signal) of yeast expressing P. falciparum Hsp90 | S. cerevisiae expressing PfHsp90, BacTiter-Glo ATP, 48 h; yeast lacking PDR1 and PDR3 efflux regulators | inhibition, % at 9.4 µM | 310,000 tested, 0.32% active | AID 504621;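 active = every replicate shows inhibition above about 80%, whatever the replicate mean, limit read from the data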;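 note: 0% = DMSO neutral controls and 100% = 20 µM radicicol positive controls; yeast relying on Plasmodium falciparum Hsp90 in place of its own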
# HTR5A inv ag: counter-screen for OPRM1-OPRD1 inverse agonists: human HTR5A inverse agonism; P47898; 340,000 tested, 0.083% active; HTR5A cell line, luminescence; inhibition, % at 9.3 µM; in the data active = inhibition mostly above about 23%, no sharp cut-off; inactive = mostly below about 18%;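 note: 0% = cells with DMSO and 100% = no-cell wells with DMSO; some compounds called inactive have numbers as strong as hits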
# MOR-DOR inv ag: inverse agonist of human OPRM1-OPRD1 heterodimerization; P35372+P41143; 340,000 tested, 0.21% active; cell-based MOR-DOR heterodimer luminescence, inverse agonism; inhibition, % at 9.3 µM; AID 504357; in the data active = inhibition above about 22%, passing the limit was not always enough;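 note: 0% = cells with DMSO and 100% = wells without cells with DMSO; values of inactives mirror those of a sister screen read the other way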
# AddAB inh: less growth of phage-infected E. coli with AddAB | E. coli expressing H. pylori AddAB, absorbance growth | AID 435030 | 330,000 tested, 0.29% active | inhibition, % at 11.9 µM; in the data active = inhibition above about 12%;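 note: 0% = vehicle wells of infected cells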
# SUMO Mot1 rescue: inhibitors of SUMOylation pathway: yeast Mot1-301 growth rescue. S. cerevisiae Mot1-301 growth rescue, ATP luminescence, 38.5C; percent above DMSO median, 100 means doubled. growth rescue, % at 18.8 µM. 320,000 tested, 1% active;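 active = every valid replicate shows activation above 250% relative to neutral control wells; inactive = the rest, any valid replicate at or below 250%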;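 note: OY570 slx delta 5 strain wells were the positive control but not used for scaling; some compounds called inactive have numbers as strong as hits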
# E coli growth: counter-screen for AddAB inhibitors: E. coli growth inhibition; AID 449728; E. coli V3065 growth, OD600 absorbance, 18 h; 330,000 tested, 0.27% active; inhibition, % at 11.9 µM;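 active = inhibition above the campaign's mean inhibition across all tested compounds plus 3 SD, cut at about 9.9% in these data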;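 note: uninfected addAB+ strain grown without phage in ampicillin broth; 0% = DMSO wells and 100% = ciprofloxacin 0.95 µg/ml wells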
# phage Ecoli inh: E. coli growth loss with phage present | growth absorbance | inhibition, % at 11.9 µM | 360,000 tested, 0.26% active; in the data active = inhibition above about 11%
# Pemphigus Ab inh: blocks pemphigus antibody binding to human desmoglein-3. DSG3-coupled beads, scFv-anti-DSG3-GFP binding, flow cytometry; active compounds read low. 310,000 tested, 0.48% active. AID 588358. binding (percent of control), % at 10 µM. P32926;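 active = binding more than 3 SD below its plate's average and above zero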;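 note: hits lower antibody fragment binding to DSG3; some compounds called inactive have numbers as strong as hits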
# * = called active by the depositor; x = no result given; + = active, no number.
SMILES,PKA-R1A activ,MOR-DOR ag,HTR5A ag ctr,PfHsp90 yeast 2,HTR5A inv ag,MOR-DOR inv ag,AddAB inh,SUMO Mot1 rescue,E coli growth,phage Ecoli inh,Pemphigus Ab inh
CCOc1ccc(C(=O)NCC(=O)NNC(=O)CN(C)S(=O)(=O)c2ccc(Cl)cc2)cc1,0,-0.6,4,11,-13,4,-1.3,72,-5.7,1.5,97
CC1O[C@H](OC2C(COC3OC(CO)C(O)[C@H](O)C3O)OC(OC3CC[C@]4(C)C(CC[C@@]5(C)[C@@H]4C=C[C@]46OC[C@@]7(CCC(C)(C)C[C@H]74)C(O)C[C@@]56C)C3(C)C)C(O)C2O)C(O)C(O)C1O (some centres undefined),-1,-1.5,13,-15,19,8,0.9,-11,-2.1,3.2,104
COc1ccccc1CCNC(=O)C(=O)NCC1OCCN1C(=O)c1ccc(Cl)cc1 (centres undefined),-13,0.0,2,-6,-6,0,1.1,6,-0.2,1.3,105
Cc1ccc(-n2nc(C)c(Sc3ccccc3[N+](=O)[O-])c2N)cc1,-13,1.0,3,-24,-2,-5,-0.2,5,-0.2,4.1,94
CCOC(=O)c1ccc(N2CCN(c3ccc(F)cc3)CC2)c(NC(=O)Nc2cccc(OC)c2)c1,-3,0.5,8,-4,-21,-3,0.8,-18,-0.3,1.8,101
COc1ccc(N(CCN2C(=O)c3ccccc3C2=O)C(=O)c2cccc([N+](=O)[O-])c2)cc1,10,1.2,4,-16,-12,-9,3.2,-5,1.4,1.2,104
O=C(CN(C(=O)c1csnn1)c1cccc(F)c1)NCc1ccc(F)cc1,-6,-2.5,-3,38,13,13,4.0,5,1.9,3.5,94
CCCn1c(=O)c2ccccc2n2c(SCCOc3ccc(Cl)cc3)nnc12,-6,-1.1,7,-6,-3,6,0.8,-1,-0.1,-0.2,99
CC(C)Cc1nc(Cl)c(C#N)c2c1CCC2,3,1.8,8,-13,-11,-9,-0.3,-10,0.2,-1.6,99
Cc1cc(NC(=O)CCNS(=O)(=O)c2cc(Br)cnc2N)ccc1Br,-4,-1.8,2,26,7,8,-1.1,-5,-0.4,-1.7,128
O=C(N/N=C/c1cccnc1)c1ccc(NC(=O)c2ccc(Cl)cc2)cc1,-1,3.0,-4,8,10,-17,1.8,-2,-1.3,2.4,107
O=[N+]([O-])c1ccc(NCCNS(=O)(=O)c2ccccc2)c(C(F)(F)F)c1,-10,4.9,1,28,-3,-21,0.2,0,0.7,0.8,x
Cc1ccc(OCc2nc(-c3ccc(-n4cccc4)cc3)no2)cc1C,3,0.5,6,-10,-17,-3,2.4,6,-1.6,2.7,97
CCc1ccc(-c2nc(-c3ccncc3)no2)cc1,3,-0.4,-3,7,7,2,2.9,3,0.2,2.6,x
O=C(CC1CC2CCC1C2)NC1CCCCCCC1 (centres undefined),0,0.5,-1,6,5,-2,0.3,3,1.2,0.7,94
O=C(O)c1cnc(-c2ccccc2)nc1Sc1ccc(Cl)cc1,1,-2.2,3,x,-12,13,1.0,62,0.7,2.2,108
CCNC(=S)N/N=C/c1cn(Cc2ccccc2F)c2ccccc12,5,6.9,4,-48,9,-35,0.4,10,0.9,0.2,98
Cc1ccc(NC(=O)CSc2nc(N)cc(=O)[nH]2)cc1S(=O)(=O)N1CCCCC1,-8,-1.7,0,-13,1,8,-1.3,-9,-2.8,3.3,99
COc1ccc(S(=O)(=O)NCCCN2CCCC2=O)cc1OC,-20,-1.6,4,-26,-33,11,-0.5,-3,-0.2,0.9,x
CN(C(=O)c1ccc(NC(=O)Cc2ccc(NC(=O)C3CCN(S(=O)(=O)c4cccc([N+](=O)[O-])c4)CC3)cc2)cc1)C1CCCC1,-4,2.2,1,2,-5,-10,x,x,x,1.2,95
COc1ccc(NC(=O)C2CCN(C(=O)c3ccccc3)CC2)c(OC)c1,-12,-3.2,3,-18,-7,18,1.8,12,1.6,1.3,110
COc1ccc(-c2cc(C(=O)NCc3cccnc3)no2)cc1,-9,-0.7,-4,-22,-25,4,1.6,2,2.4,4.2,100
CO/N=C(\C)c1ncc(C(F)(F)F)cc1N1CCOCC1,0,-1.5,8,-11,8,8,-1.4,6,-2.2,1.1,104
O=C(O)c1ccccc1NS(=O)(=O)c1ccc(N/N=C/c2cccc(O)c2O)c([N+](=O)[O-])c1,4,-2.8,1,x,12,11,x,x,x,2.6,102
CC1CCCN(C(=O)C2COc3ccccc3O2)C1 (centres undefined),0,-5.3,-2,-8,-11,30,0.8,-13,-0.2,1.1,105
COc1cc(OC)cc(C(=O)N[C@H](C(=O)Nc2ccc(NC(C)=O)cc2)C(C)C)c1,0,0.1,-2,51,6,0,0.7,47,-0.2,1.7,97
COc1cccc(NC(=O)CSc2nnc(Cc3cccn3C)n2-c2ccc(F)cc2)c1,9,-0.2,0,-4,1,1,3.8,122,-1.5,3.2,101
COc1cccc2cc(C(=O)n3ccc(C)n3)c(=O)oc12,-8,-2.3,-3,28,12,10,2.2,0,1.2,2.7,x
Cc1ccc(S(=O)(=O)N2CCC(C(=O)OCC(=O)N3CC(C)CC(C)C3)CC2)cc1C (centres undefined),-14,0.1,2,-9,-6,-1,0.8,-5,1.8,3.2,105
C=CCn1c2ccccc2n2nc(C)c(=O)nc12,3,-0.5,-1,8,-2,3,0.2,-4,-1.7,1.1,99
CCOc1ccccc1NC(=O)NNS(=O)(=O)c1cc(C)ccc1C,-1,0.5,-4,-7,-11,-3,x,6,x,1.7,114
C(=NOCc1ccccc1)c1cccnc1,6,-2.9,0,-19,2,14,x,x,x,1.2,89
Cc1cc(C)n(-c2ccc(Oc3ccccc3)c(S(=O)(=O)O)c2)n1,-9,-3.2,-2,8,4,18,4.4,2,0.2,4.3,102
COc1ccc(Br)cc1/C=C/C(=O)c1ccc(NC(C)=O)cc1,-8,-0.7,-3,3,-22,3,-2.6,9,-2.0,3.6,107
CC(=O)N1CCC(C(=O)Nc2ccc(S(=O)(=O)N3CCC(C)CC3)cc2)CC1,-12,-2.4,-1,2,-23,13,-0.2,-6,1.6,-0.6,x
CCNC(=O)c1ccccc1SCc1ccccc1,12,0.9,0,16,0,-7,-1.6,-2,-0.8,2.8,103
Cc1cccc(C)c1NS(=O)(=O)c1ccc2c(c1)NC(=O)CO2,-3,-1.6,5,1,-14,9,2.0,-11,-0.3,1.2,70
O=C(O)C1CCCN1S(=O)(=O)c1ccc(Cl)c(Cl)c1 (centres undefined),-2,0.4,7,0,-10,-2,1.3,5,-2.5,0.3,110
N#CC1=C(c2ccccc2)/C(=C/c2ccccc2)OC1=O,-13,3.8,-5,3,-5,-22,0.6,44,-3.0,4.5,103
CC(C)CC(=O)NN1CCCCC1,-5,-2.5,0,-5,-10,11,1.1,-1,-3.4,0.8,98

# Overlap with the part before: 2 compounds; new compounds follow.
SMILES,PKA-R1A activ,MOR-DOR ag,HTR5A ag ctr,PfHsp90 yeast 2,HTR5A inv ag,MOR-DOR inv ag,AddAB inh,SUMO Mot1 rescue,E coli growth,phage Ecoli inh,Pemphigus Ab inh
N#CC1=C(c2ccccc2)/C(=C/c2ccccc2)OC1=O,-13,3.8,-5,3,-5,-22,0.6,44,-3.0,4.5,103
CC(C)CC(=O)NN1CCCCC1,-5,-2.5,0,-5,-10,11,1.1,-1,-3.4,0.8,98
COc1ccc(-n2c(SCC(=O)Nc3ccc(Br)cc3)nc(O)cc2=O)cc1,-6,-2.8,13,-13,-33,14,-1.7,-10,-1.0,1.0,x
CC(/C=C/c1ccccc1)=N\NC(=O)CSc1ccccn1,-2,-0.1,7,9,-32,1,4.6,8,-2.1,1.3,123
Cc1ccc(-n2c(=O)[nH]c3ncccc3c2=O)cc1,-10,-2.5,-3,-6,16,13,0.6,-12,1.5,2.5,186
O=C(CCNC(=O)c1ccc(Cl)cc1)NCCCN1CCOCC1,-2,0.2,-5,-4,13,-1,2.2,-9,0.5,0.8,96
COc1ccc(/C=N\NC(=O)c2ccc(-c3ccccc3)cc2)cc1COC(C)=O,-2,-1.9,1,-20,-3,9,5.9,6,-1.5,-0.7,102
O=C(COc1ccc2c3c(c(=O)oc2c1)CCCC3)N1C[C@H]2C[C@@H](C1)c1cccc(=O)n1C2,-9,-3.7,2,4,16,19,2.2,413,-1.8,3.7,101
Cc1ccc(C)c(Cn2nnc3c(=O)[nH]c(C4CCCN(C(=O)C5CCC5)C4)nc32)c1 (centres undefined),-2,0.8,0,-12,8,-4,0.7,-9,0.8,0.7,101
CN(CCC#N)C(=O)CSc1ncnc2sc(-c3ccccc3)cc12,2,-3.3,3,10,7,20,0.8,-20,-1.1,-0.2,99
CC(=O)Oc1ccc(C(=O)Nc2cc(C)ccc2NC(=O)COc2ccccc2)cc1,1,-0.9,6,12,-7,5,0.3,1,-0.4,x,104
COC(=O)Cc1c(O)ccn(CCc2c[nH]c3ccc(OC)cc23)c1=O,7,-0.7,-1,17,2,3,-0.7,6,-2.5,-1.1,102
OCc1nc2ccccc2n1CCCOc1ccc(Br)cc1,8,2.1,-2,7,-17,-12,1.5,152,-0.3,0.5,109
Cc1ccc(Cc2c(C)nc3nc(SCC(=O)NCc4ccco4)nn3c2C)cc1,3,-2.8,4,-1,3,18,1.8,-2,0.3,2.9,x
Cc1ccc(NC(=O)CN2CCC(Cc3ccccc3)CC2)cc1S(=O)(=O)N(C)C,-1,3.6,2,-4,-27,-18,0.7,4,0.5,2.5,99
Cc1ccc(O)c(C=Nc2cc(C)ccc2O)c1,2,-0.6,-5,-7,10,3,1.9,190,-0.2,x,100
O=C1C2CCCCN2C(=O)N1CCCCN1CCN(c2cccc(C(F)(F)F)c2)CC1 (centres undefined),12,-2.6,-1,3,4,13,x,x,x,-2.0,117
CCCCSc1nnc(-c2ccc(C)cc2)n1C,-3,-2.7,2,-21,4,14,3.6,-2,-0.7,1.9,x
CC(C)(C)OC(=O)N1Cc2cc3ccccc3nc2C1CO (centres undefined),-4,-0.6,5,15,-21,3,-2.5,5,0.7,3.1,95
O=C(O)Cn1cnc2c(oc3ccccc32)c1=O,-4,-1.3,4,11,22,7,-2.0,-8,-2.5,1.7,90
CC1(NC(=O)CN2CCN(c3cnn(-c4ccccc4)c(=O)c3Cl)CC2)CCS(=O)(=O)C1 (centres undefined),0,0.0,0,-13,0,0,2.2,-13,3.9,1.6,x
C=CCc1cc(OC)ccc1OCCN(C)Cc1ccccc1,3,4.6,2,x,-4,-24,2.4,137,2.8,1.1,124
CCc1cc2c(NCCO)ncnc2s1,-9,0.0,-1,-28,18,0,3.8,+,0.5,-0.2,91
CC(=O)SCC(=O)N=c1sc2cc(F)ccc2n1C,-5,-4.4,1,-14,-3,22,4.0,-19,3.3,-0.6,95
COC(=O)c1cc(C(=O)OCC(=O)N(C)c2ccccc2)cc([N+](=O)[O-])c1,-1,2.2,2,12,-29,-12,2.4,-1,1.6,-1.8,100
